# High-throughput results from PubChem BioAssay.
# Bcl-B TR3 displacers = displacers of TR3 peptide from Bcl-B, primary screen, selectivity assay for Bfl-1 inhibitor project, biochemical, fluorescence polarization | FP displacement of FITC-TR3 peptide from Bcl-B; higher % means a stronger effect | one-dose displacement, % at 20 µM; IC50 in µM for titrated hits | hit rate 0.11% among 96,000;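 active = displacement above 50% at 20 µM plus a fluorescence interference ratio under 1.5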;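 note: plate controls were wells without compound for no effect and wells lacking Bcl-B protein for full effect; a part of the inactive calls stands beside numbers as strong as those of hits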
# IL1B NFkB inh = blocks IL-1B driven NFkB nuclear translocation in HUVEC cells | inhibition, % at 2 µM | hit rate 0.43% among 94,000 | AID 796 | HUVEC IL-1B NFkB p65 nuclear translocation imaging;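 active = inhibition above about 30% together with a positive call from visual inspection of the well image, limit read from the data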;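 note: nuclear over cytoplasmic p65 intensity ratio measured by imaging; 0% = IL-1B stimulated DMSO wells and 100% = unstimulated DMSO wells; values of inactives mirror those of a sister screen read the other way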
# IL1B NFkB pot = enhances IL-1B driven NFkB nuclear translocation; HUVEC IL-1B NFkB p65 nuclear translocation imaging; activation, % at 2 µM; hit rate 0.3% among 94,000; AID 819;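 active = activation above 40%, about the mean plus 3 SD, also judged a hit on visual image review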;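 note: percent activation is computed from the nuclear over cytoplasmic p65 intensity ratio; values of inactives mirror those of a sister screen read the other way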
# PLAP inhibitors HTS = PLAP enzyme inhibitors, biochemical, luminescence, HTS (AID 690); purified PLAP, luminescent substrate; higher % means a stronger effect; one-dose inhibition, % at 20 µM; IC50 in µM for titrated hits; hit rate 0.08% among 96,000; in the data active = a potency from the dose series; inactive = the rest, 99 in 100 with inhibition below about 30%; note: strong numbers were not always called active
# MRP resist rev = compounds reversing MRP-mediated drug resistance; differential viability (reversal), % at 10 µM; AID 602; hit rate 0.04% among 85,000; H69AR cells + 2 uM doxorubicin, CellTiter-Glo, 72 h;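 active = viability drop by adding the cancer drug above about 55%, with treated viability meeting a 40% cutoff, limit read from the data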;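 note: viability without doxorubicin minus viability with 2 µM doxorubicin for each compound; larger differential means the compound sensitizes cells more to doxorubicin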
# MRP resist rev cytotoxicity = recorded beside MRP resist rev, whose call it bears; viability, %; H69AR cells, CellTiter-Glo, 72 h; measured here: cytotoxicity without doxorubicin
# MRP resist rev with doxorubicin = further read-out of MRP resist rev, marked with its call; viability, %; measured here: viability with 2 uM doxorubicin; stronger effect = lower value
# IL1B NFkB inh cell count 2 µM = also measured in IL1B NFkB inh; calls as there; cell count; measured here: cells passing quality filter;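 raw number of nuclei counted in each imaged well without normalization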
# IL1B NFkB pot cell count 2 µM = recorded beside IL1B NFkB pot, whose call it bears; cell count; measured here: cells passing quality filter
# * = called active by the depositor; nt = not tested or not shown.
# Order of results: Bcl-B TR3 displacers, IL1B NFkB inh, IL1B NFkB inh cell count 2 µM, IL1B NFkB pot, IL1B NFkB pot cell count 2 µM, PLAP inhibitors HTS, MRP resist rev, MRP resist rev cytotoxicity, MRP resist rev with doxorubicin
COc1ccc(NC(=O)C(C)NS(=O)(=O)c2ccccc2)cc1Cl (configuration not stated)
→ -7.4%, -9.1, 151, 9.1, 151, 15.8%, 1.0, 98.6, 97.6
CN(C)c1nc(SCCOC(=O)c2ccccc2)nc(N(C)C)n1
→ -9.4%, -4.9, 103, 4.9, 103, -1.9%, nt, nt, nt
O=C(COC(=O)c1ccccc1NC(=O)c1ccco1)NC1CCCCC1
→ -3.0%, -4.2, 188, 4.2, 188, 4.5%, -2.1, 99.3, 101.4
Cc1ccc(O)c(C(=O)c2cc(C#N)c(=O)n(CC3CCCO3)c2)c1 (configuration not stated)
→ 14.5%, -9.9, 150, 9.9, 150, -28.6%, 1.4, 86.1, 84.8
Cc1cccc(N2CCN(C(=O)Cn3c(=O)[nH]c4ccsc4c3=O)CC2C)c1 (configuration not stated)
→ 11.6%, -4.4, 182, 4.4, 182, 1.1%, -15.3, 84.8, 100.1
O=C(c1ccco1)N1CCN(C(=O)c2cc3c(s2)-c2ccccc2OC3)CC1
→ -1.8%, -1.1, 61, 1.1, 61, -43.9%, 5.0, 97.5, 92.6
CCOC(=O)c1ccc(NC(=O)c2nccnc2C(=O)O)cc1
→ 1.1%, 9.6, 64, -9.6, 64, -9.1%, -10.9, 99.5, 110.4
CCCCCNC(=O)CCc1ccccc1
→ nt, -23.6, 165, 23.6, 165, nt, 8.9, 100.2, 91.3
CCN(CC)CCCNc1nc2ccccc2[nH]1
→ -2.3%, -3.3, 168, 3.2, 168, 3.5%, 6.5, 104.2, 97.7
NC(=O)Cn1c(=O)n(CCCC(=O)NC2CCN(Cc3ccccc3)CC2)c(=O)c2ccccc21
→ 4.2%, -5.4, 87, 5.4, 87, -64.7%, -2.5, 92.0, 94.5
CCn1nnnc1SCC(=O)Nc1ccc(OC)cc1
→ nt, 1.0, 76, -1.0, 76, nt, -11.4, 100.6, 112.0
CCOC(=O)CSc1nnc(Cc2ccccc2)n1-c1cccc(Cl)c1
→ 8.0%, 6.6, 137, -6.6, 137, -38.1%, 1.5, 93.7, 92.2
CCOC(=O)Nc1ccc(Oc2ccccc2)cc1
→ -3.0%, 0.4, 142, -0.4, 142, 31.8%, 6.8, 83.2, 76.5
CCN1C(=O)c2n[nH]c(C(=O)OC)c2C1=O
→ -3.3%, 2.5, 181, -2.5, 181, -6.3%, -2.7, 95.9, 98.6
Cc1ccc(N/N=C/c2ccc(N3CCOCC3)cc2)cc1C
→ -3.5%, -5.9, 184, -3.3, 143, -6.6%, nt, nt, nt
CCCCNc1nc2ccccc2nc1NS(=O)(=O)c1cccs1
→ 1.5%, 10.4, 101, -10.4, 101, 1.7%, 7.1, 92.7, 85.6
CC1CCc2c(C(=O)Nc3nccs3)csc2C1 (configuration not stated)
→ -1.8%, -9.4, 171, 9.4, 171, 10.1%, 3.8, 74.2, 70.3
O=C(CCCSc1nnc(SCCCC(=O)c2ccc(F)cc2)s1)c1ccc(F)cc1
→ 3.2%, -14.7, 152, 14.7, 152, 20.4%, nt, nt, nt
COc1ccc(OC)c(NC(=O)c2ccc(S(=O)(=O)N3CCN(C)CC3)cc2)c1
→ -1.7%, -10.0, 198, 10.0, 198, -70.5%, 6.8, 102.7, 95.9
COC(=O)c1cc(NC(=O)Cc2ccc(OC)c(OC)c2)cc(C(=O)OC)c1
→ -20.5%, -2.3, 159, 2.3, 159, -5.2%, 4.3, 82.4, 78.1
Cc1ccnc(N2C(=O)OC(C)(C)C2(C)O)c1 (configuration not stated)
→ -3.5%, nt, nt, nt, nt, -1.6%, 2.4, 99.1, 96.7
CCOC(=O)c1c(CN2CCCCC2C)oc2ccc(OC)cc12 (configuration not stated)
→ 9.2%, -5.8, 188, 5.8, 188, -43.8%, -16.9, 62.4, 79.2
COc1ccc(N(CC(=O)NCc2cccs2)S(=O)(=O)c2cccnc2)cc1
→ 18.0%, 5.2, 45, -5.2, 45, -28.5%, 13.4, 104.3, 90.9
CCCCOC(=O)Cn1c(=O)c2c(nc3n2CCCCN3c2ccc(C)cc2)n(C)c1=O
→ 1.5%, 8.6, 111, -8.6, 111, -42.4%, 30.4, 56.6, 26.2
CS(=O)(=O)N(CCc1ccccc1)CC(N)=O
→ 2.5%, -0.6, 178, 0.6, 178, -3.7%, -30.9, 69.8, 100.7
O=C(CCn1c(=O)sc2ccccc21)NCc1ccco1
→ nt, -3.5, 73, 3.5, 73, nt, -14.4, 92.5, 106.9
CCOCC(=O)Nc1ccc(-c2cn3cccnc3n2)cc1
→ -2.1%, -8.3, 139, 8.3, 139, 8.9%, nt, nt, nt
CCNC(=O)C(=O)NCCc1ccc(Cl)cc1
→ -1.6%, -0.4, 153, 0.4, 153, 3.4%, -0.3, 107.1, 107.5
CCOC(=O)COc1ccc2c(c1)c(C(=O)OCC)c(C)n2CC
→ 2.6%, -5.0, 150, 5.0, 150, -24.0%, nt, nt, nt
COc1ccc(C(=O)CSc2nncn2C)cc1
→ -4.6%, 2.5, 146, -2.5, 146, 16.7%, 11.4, 104.0, 92.5
Cc1ccc(C2C3=C(CCCC3=O)Nc3[nH]c(=S)[nH]c(=O)c32)cc1 (configuration not stated)
→ -10.8%, -3.7, 144, 3.7, 144, -22.0%, -2.6, 96.7, 99.3
COc1ccccc1OCC(=O)Nc1ccccc1C(=O)NCc1ccco1
→ nt, 0.7, 124, -0.7, 124, nt, 5.4, 87.8, 82.4

# One compound at a time, from the list above:
# `CCCCNc1nc2ccccc2nc1NS(=O)(=O)c1cccs1` is entered as Bcl-B TR3 displacers = 1.5%; IL1B NFkB inh = 10.4; IL1B NFkB inh cell count 2 µM = 101; IL1B NFkB pot = -10.4; IL1B NFkB pot cell count 2 µM = 101; PLAP inhibitors HTS = 1.7%; MRP resist rev = 7.1; MRP resist rev cytotoxicity = 92.7; MRP resist rev with doxorubicin = 85.6
# `O=C(CCCSc1nnc(SCCCC(=O)c2ccc(F)cc2)s1)c1ccc(F)cc1` is entered as Bcl-B TR3 displacers = 3.2%; IL1B NFkB inh = -14.7; IL1B NFkB inh cell count 2 µM = 152; IL1B NFkB pot = 14.7; IL1B NFkB pot cell count 2 µM = 152; PLAP inhibitors HTS = 20.4%; MRP resist rev = nt; MRP resist rev cytotoxicity = nt; MRP resist rev with doxorubicin = nt

# 3 successive records out of the list so far:
# Order of results: Bcl-B TR3 displacers, IL1B NFkB inh, IL1B NFkB inh cell count 2 µM, IL1B NFkB pot, IL1B NFkB pot cell count 2 µM, PLAP inhibitors HTS, MRP resist rev, MRP resist rev cytotoxicity, MRP resist rev with doxorubicin
COc1ccc(C(=O)CSc2nncn2C)cc1
→ -4.6%, 2.5, 146, -2.5, 146, 16.7%, 11.4, 104.0, 92.5
Cc1ccc(C2C3=C(CCCC3=O)Nc3[nH]c(=S)[nH]c(=O)c32)cc1 (configuration not stated)
→ -10.8%, -3.7, 144, 3.7, 144, -22.0%, -2.6, 96.7, 99.3
COc1ccccc1OCC(=O)Nc1ccccc1C(=O)NCc1ccco1
→ nt, 0.7, 124, -0.7, 124, nt, 5.4, 87.8, 82.4

# Only part of the results is shown, so the mix of outcomes need not match the whole.
